M. tuberculosis GlmU: inhibition of mycobacterial GlmU enzyme – biochemical, glucosamine-1-phosphate acetyltransferase (AID 1376) | one-dose inhibition, %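 (tested at 30 µM in the primary screen)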; IC50 in µM for titrated hits | hit rate 0.25% among 220,000 | M. tuberculosis GlmU acetyltransferase enzyme assay; higher % means a stronger effect; in the data active = inhibition above about 13%; inconclusive = no clear call, values can overlap the other calls;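 also: 0% = complete reaction with vehicle and 100% = reaction without substrate; strong numbers were not always called active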
RmlCD inh 1536: inhibitors of Mycobacterium tuberculosis RmlC and RmlD coupled enzymes | inhibition, % at 3.6 µM | AID 1533 | P9WH09+P9WH11 | RmlC+RmlD coupled enzyme assay, percent inhibition; primary screen in compound mixtures | hit rate 0.03% among 160,000; in the data active = inhibition mostly above about 34%, no sharp cut-off; inconclusive = no clear call, values can overlap the other calls; inactive = mostly below about 22%; also: some results filed as inactive read as strong as hits
Target sequence (P9WH09 whole entry, looked up): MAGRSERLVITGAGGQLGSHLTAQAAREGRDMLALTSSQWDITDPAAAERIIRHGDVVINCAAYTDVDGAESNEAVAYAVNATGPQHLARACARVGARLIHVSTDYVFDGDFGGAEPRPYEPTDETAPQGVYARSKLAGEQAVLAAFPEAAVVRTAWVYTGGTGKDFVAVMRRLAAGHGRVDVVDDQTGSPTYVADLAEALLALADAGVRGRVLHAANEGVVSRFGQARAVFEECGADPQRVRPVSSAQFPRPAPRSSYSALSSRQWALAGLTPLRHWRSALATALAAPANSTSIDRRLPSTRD
Target sequence (P9WH11 whole entry, looked up): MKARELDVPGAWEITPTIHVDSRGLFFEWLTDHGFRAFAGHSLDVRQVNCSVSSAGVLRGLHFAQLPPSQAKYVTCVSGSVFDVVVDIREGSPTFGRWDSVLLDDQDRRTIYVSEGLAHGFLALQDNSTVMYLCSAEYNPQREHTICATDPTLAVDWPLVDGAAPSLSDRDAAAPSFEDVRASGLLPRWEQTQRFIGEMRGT
* hit, by the source's call; ? = inconclusive; . = no result given; & = joins results of further samples. These rows are one share of the data, so the mix of outcomes need not match the whole.

canonical_smiles,M. tuberculosis GlmU,RmlCD inh 1536
CCCC(=O)NC(=S)Nc1cccc(-c2nc3ncccc3o2)c1,-6.3%,-6
CC(C)COc1ccc(N)cc1OCC(C)C,-6.2%,41
CCn1c(O)c(/C=N/NC(=O)c2ccccc2)c(=O)[nH]c1=S,0.3%,8
COC(=O)c1c(NC(NC(=O)CC(C)C)C(Cl)(Cl)Cl)sc2c1CCC2 (configuration not stated),-0.3%,2
Nn1c(SCC(=O)NC2CCCCC2)nnc1-c1ccc(Cl)cc1,7.6%,4
Cc1ccc2cc(CN(CCCO)S(=O)(=O)c3cccc4nsnc34)c(=O)[nH]c2c1,2.3%,-1
CC(C)(C)NC(=O)Cn1c(SCC(=O)N2CCCCCC2)nc2ccccc21,-0.4%,.
CCCc1nnc(NC(=O)C(C)N2C(=O)C3C4C=CC(C4)C3C2=O)s1 (configuration not stated),7.1%,-2
CCOC(=O)c1ccc(NC(=O)NCCN2CCCCC2)cc1,-0.1%,.
Cn1c(=O)[nH]c(=O)c2c1nc(NCCCO)n2CCOc1ccccc1,-1.6%,.
CC(=O)OC[C@H]1COc2ccc3ccccc3c2[C@H]1N(C)C(C)=O,-5.0%,10
COc1ccc(COC(=O)Nc2c(SC)nsc2SC)cc1,7.1%,-6
O=c1c(Cc2c(F)cccc2Cl)c(O)ccn1CCCn1ccnc1,-2.6%,-5
Cc1c(-c2ccccn2)c(=O)[nH]n1-c1ccc(F)cc1,-2.8%,8
Cc1nn(Cc2ccc([N+](=O)[O-])cc2)c(=O)n1-c1ccc(Cl)cc1,0.8%,-3

An excerpt taken from the entries so far, for reference:
canonical_smiles,M. tuberculosis GlmU,RmlCD inh 1536
Cn1c(=O)[nH]c(=O)c2c1nc(NCCCO)n2CCOc1ccccc1,-1.6%,.
CC(=O)OC[C@H]1COc2ccc3ccccc3c2[C@H]1N(C)C(C)=O,-5.0%,10
COc1ccc(COC(=O)Nc2c(SC)nsc2SC)cc1,7.1%,-6
O=c1c(Cc2c(F)cccc2Cl)c(O)ccn1CCCn1ccnc1,-2.6%,-5
Cc1c(-c2ccccn2)c(=O)[nH]n1-c1ccc(F)cc1,-2.8%,8
Cc1nn(Cc2ccc([N+](=O)[O-])cc2)c(=O)n1-c1ccc(Cl)cc1,0.8%,-3

(more compounds)
canonical_smiles,M. tuberculosis GlmU,RmlCD inh 1536
CC(=O)NCCCc1nc2ccccc2n1Cc1ccc(C)cc1,-3.1%,.
Cc1cc(C)n(CC(=O)N/N=C/c2c[nH]c3ccccc23)n1,-4.7%,.
CCn1cc(C(=O)O)c(=O)c2cc(F)c(N3CCN(S(=O)(=O)c4ccc5c(c4)OCCO5)CC3)cc21,1.9%,3
Cc1ccc(NC(=O)CSc2nnc(C)c(=O)n2N)cc1,11%,-6
Cn1c(=O)c2[nH]c(CNCc3ccccc3Cl)nc2n(C)c1=O,0.5%,.
COc1cc(CC(=O)O)ccc1OCc1ccccc1,1.7%,-16
CCOC(=O)c1c(C)[nH]c(C)c1C(=O)COC(=O)c1ccc(S(=O)(=O)N(CC)CC)cc1,-1.7%,5
O=C1CCC(=O)N1c1ccc(S(=O)(=O)N2CCCC2)cc1,-0.7%,11
Cc1cc([N+](=O)[O-])ccc1NC(=O)Nc1ccc(F)cc1F,-1.2%,-8
COc1ccc2[nH]c3c(=O)n(CCCCC(=O)NCCC(C)C)c(=S)[nH]c3c2c1,-2.4%,-9
Cn1cccc1/C=C1\C(=O)NC(=O)N(CCC2=CCCCC2)C1=O,-1.9%,-22
COc1ccccc1N1CCN(c2nnc(-c3ccc(F)cc3)c3ccccc23)CC1,-3.9%,.
COc1cc(/C=C/C(=O)N(C)c2ccccc2C(=O)O)cc(OC)c1OC,1.4%,.
O=C(c1cc2cc([N+](=O)[O-])ccc2oc1=O)N1CCOCC1,1.2%,2
COCCC1CCCCN1Cc1cn(-c2ccccc2)nc1-c1ccc2c(c1)OCO2 (configuration not stated),0.9%,4
CCOP(=O)(OCC)c1nc(-c2cccc3ccccc23)oc1NCCc1ccc(OC)cc1,-1.4%,-13
O=S1(=O)N=C(N2CCOCC2)c2ccccc21,-0.9%,4
C=CCNC(=O)NC(=S)c1ccccc1,5.5%,7
COc1ccc(NS(=O)(=O)c2ccc3c(c2)NC(=O)CO3)cc1,-2.8%,.
COc1ccc2cc(CN(Cc3cccnc3)S(=O)(=O)c3ccccc3)c(=O)[nH]c2c1,1.9%,-11
CC1CCC2(CC1)NC(=O)N(CC(=O)Nc1ccc(N3CCOCC3)cc1)C2=O (configuration not stated),-12%,-5
O=C(CN1CCN(S(=O)(=O)/C=C/c2ccccc2)CC1)Nc1ccccc1N1CCOCC1,0.5%,.
COc1cc(NC(=O)CSc2ccc3c(c2)OCCO3)cc(OC)c1OC,-2.3%,-3
COc1ccc(CCNC(=O)c2cccnc2)cc1,-0.9%,.
Cc1cccc(Nc2ccccc2C(=O)NCc2ccco2)c1C,2.7%,17
Cc1ccc(NP(=O)(c2ccccc2)c2nc3ccccc3s2)cc1 (configuration not stated),0.4%,-10
O=C(CSc1ncn[nH]1)Nc1ncc(C(F)(F)F)cc1Cl,0.5%,-21
COc1cccc2cccc(/C=N/n3cnnc3)c12,-2.3%,3
Cc1cccc(C)c1NC(=O)C1(N(C(=O)c2ccccn2)c2ccc(O)cc2)CCCCC1,1.7%,0
COc1ccc2c(c1)CC/C(=C/c1ccco1)C2=O,2.2%,7
COCCn1c(-c2ccccc2Cl)nc2c(c(=O)c3ccccc3n2C)c1=O,-3.6%,8
c1ccc(CNC2=NCCS2)cc1,5.5%,.
Cc1cccc(Oc2cc(N)cc([N+](=O)[O-])c2)c1,.,-6
COC(=O)C1=C(C)Nc2ncnn2C1c1ccccn1 (configuration not stated),6.8%,.
Cc1c(Cl)cccc1NC(=O)CC1NCCNC1=O (configuration not stated),-4.7%,15
CC1CCN(CCOc2ccccc2-c2ccccc2)CC1,1.5%,-10
COc1ccc(Cn2nnnc2CN2CCc3ccccc3C2)cc1,1.9%,-5
CCc1nc(N2CCC3(CC2)OCCO3)c2nnn(Cc3ccccc3Cl)c2n1,-4.8%,8
COc1cc2c(cc1OC)-c1cc3ccc4c(c3c[n+]1CC2)OCO4,-4.0%,.
O=[N+]([O-])c1ccc(O)c(/C=N/Nc2nn[nH]n2)c1,-1.8%,1
CC(C)(C)SCCNC(=O)c1ccc(Cl)c(S(=O)(=O)N2CCOCC2)c1,2.4%,.
Cc1c(C=O)c2ccccc2n1Cc1ccc(F)cc1,0.8%,-20
CCCn1c(C)cc(=O)c2cc(NC(=O)c3cnccn3)ccc21,3.4%,6
Cc1ccc2nc(NC(=O)COC(=O)c3ccncc3)sc2c1,7.9%,0
CCOC(=O)c1c(NC(=O)CSc2nnc(Cc3csc(N)n3)n2C)sc(C)c1C,1.0%,2

(list continues)
Each structure is followed by: M. tuberculosis GlmU, RmlCD inh 1536
Cc1cccc(N2CCN(C(=O)C3CCCN(S(=O)(=O)c4c(C)noc4C)C3)CC2)c1C (configuration not stated)
  -2.3%&-0.8%, .
Cc1ccccc1-n1c(-c2ccco2)n[nH]c1=S
  -1.6%, -8
CC(=O)Nc1ccc(S(=O)(=O)Nc2cccc(-c3cn4cccnc4n3)c2)cc1
  0.7%, 3
O=C(Cn1ncc(N2CCOCC2)c(Br)c1=O)c1ccc(Cl)cc1
  8.7%, -35
Cc1ccc(CN2C(=O)CCC2C(=O)NCc2ccco2)cc1 (configuration not stated)
  1.2%, 5
O=C1Nc2cc(Cl)c(Cl)cc2N(O)N1c1cccc(Cl)c1
  3.0%, .
CCn1c(SCC#N)nc2ccccc2c1=O
  0.0%, 95
CC1(C)CC(=O)C2=C(C1)OC(N)=C(C#N)C21C(=O)N(Cc2ccccc2Cl)c2ccccc21 (configuration not stated)
  -1.8%, 12
Nc1nc2c(F)cccc2s1
  1.7%, 3
COc1cccc(C(=O)NC2(C(F)(F)F)N=C3SCCN3C2=O)c1 (configuration not stated)
  0.4%, .
CC1=NN(c2ccc([N+](=O)[O-])cc2)C(=O)/C1=C\N(C)C
  3.2%, 1
CCC(=O)N/C(=N/c1nc(C)cc(C)n1)Nc1ccc(OC)cc1
  7.9%, .
CCC(NC(=S)Nc1ccccc1)C(=O)O (configuration not stated)
  2.3%, .
CCc1nnc(NS(=O)(=O)c2ccc(NC(=S)NC(=O)/C=C/c3ccc(C(C)C)cc3)cc2)s1
  4.1%, -7
Oc1cccc(Nc2ncnc3ccccc23)c1
  3.0%, .
N=C(N)c1c(O)n(C2CCCCC2)c(=O)n(C2CCCCC2)c1=O
  -3.0%, -8
Cc1ccc(NC(=O)c2cc([N+](=O)[O-])ccc2NCc2cccnc2)cc1Cl
  -2.5%, 14
Cc1cccc(NC2=C/C(=N/S(=O)(=O)c3cccs3)c3ccccc3C2=O)c1
  6.8%, ?
O=C(Cn1ccc2ccccc2c1=O)NCCC(=O)N1CCN(c2cccc(C(F)(F)F)c2)CC1
  1.7%, .
CC(C)OC(=O)c1cccnc1N1CCN(c2cccc(Cl)c2)CC1
  -4.4%, 10
CCNc1nc(NC(C)C)nc(OCCNS(=O)(=O)c2cc(C)ccc2C)n1
  -0.8%, 34
O=C1C=CN(C(=O)Oc2ccccc2)CC1
  0.0%, 6
CCCn1c(NC(=O)C2CCN(S(=O)(=O)c3cccs3)CC2)nc2ccccc21
  -7.5%, .
C=C1C2(C(=O)NCc3ccco3)CCC(C2)C1(C)C (configuration not stated)
  1.4%, .
CCN(Cc1ccccc1)C(=O)CSc1nncn1C
  1.5%, -4
Cc1nc(NC(=O)c2ccc([N+](=O)[O-])cc2Cl)sc1C(=O)N(C)C
  0.9%, -6
O=C(NC1CCCCC1)C(c1ccccc1)N(C(=O)Cc1ccsc1)c1ccccc1 (configuration not stated)
  -2.0%, 10
CS/C(=N\S(=O)(=O)c1cccs1)Nc1ccc(F)cc1
  1.7%, -13
O=C(N/N=C/c1ccc(N2CCOCC2)o1)c1ccccc1[N+](=O)[O-]
  5.1%, .
CCn1nnnc1-c1ccc(OC)c(S(=O)(=O)Nc2ccc(S(N)(=O)=O)cc2)c1
  4.9%, 2
Cc1ccc(S(=O)(=O)c2nnn(-c3cccc(F)c3)c2N)cc1
  -4.8%, -8
COC(=O)c1ccc(Oc2cc(C)nc(NCc3ccccc3)n2)cc1
  1.8%, -1
Cc1cccc(C)c1NC(=S)N/N=C1\CC2CC=CC12 (configuration not stated)
  14%*, 7
O=C(O)C1CC=CCC1C(=O)NCc1cn2ccccc2n1 (configuration not stated)
  1.0%, .
COCCCNC(=O)CC1Oc2ccccc2NC1=O (configuration not stated)
  1.1%, 7
Cc1ccc(NC(=O)c2cnn(-c3ccccc3)c2NC(=O)c2ccco2)cc1C
  1.5%, .
CC1=NN(c2ccc(Cl)cc2)C(=O)C1C(c1ccccc1O)c1c(C)[nH]n(-c2ccc(Cl)cc2)c1=O (configuration not stated)
  -0.5%, .
CCN1C(=O)N[C@H](c2ccc(Br)cc2)C(C(=O)OC)=C1C
  -3.8%, .
Cc1ccc(-n2c(=O)c3sccc3n(CC(=O)NCc3ccco3)c2=O)cc1
  0.8%, .
COCCCNCCCCOc1c(Cl)cc(C)cc1Br
  0.6%, -6
CC(C)n1c(C(=O)OCC(=O)NCc2ccc3c(c2)OCO3)cc2sccc21
  -3.7%, 35
O=C(Nc1ccc(S(=O)(=O)N2CCOCC2)cc1)c1ccc2c(c1)S(=O)(=O)c1ccccc1C2=O
  0.3%, -10
C/C(=N/NC(=O)CC1N=C(Cc2ccccc2)NNC1=O)c1cccnc1 (configuration not stated)
  -1.2%, .
CCc1cc(S(N)(=O)=O)cc(CC)c1NC(C)=O
  -6.7%, .
CCOC(=O)N1CCC(NC(=O)c2ccccc2C(=O)O)CC1
  1.7%, 22
O=C1CCCC/C1=C/NCc1ccccc1
  1.7%, 8
COC(=O)c1ccc(OC)c(CSc2nnc(COc3ccccc3)o2)c1
  0.4%, .
CC(=O)N1CCCN(Cc2cn(-c3ccc(C)cc3)nc2-c2cccc(C)c2)CC1
  -6.7%, 5
COc1ccsc1C(=O)Nc1ccc(F)cc1F
  -3.1%, .
Cc1ccc(NC(=O)Cn2nnc3ccccc3c2=O)cc1C
  -4.7%, .
C[C@H](NC(=O)OCc1ccccc1)c1nnc([C@H](C)NC(=O)OCc2ccccc2)o1
  3.9%, .
CCNC(=O)c1cc2c(=O)n3cccc(C)c3nc2n(CCc2ccccc2)c1=N
  -4.3%, 32*
Cc1ccc(CNC(=O)C(NS(=O)(=O)c2cccc3nsnc23)c2ccccc2)cc1 (configuration not stated)
  0.1%, 6
Cn1c(=O)c2c(nc(SCc3nn[nH]n3)n2Cc2ccccc2F)n(C)c1=O
  -2.1%, 28
CCOc1ncccc1C(=O)OCCN1C(=O)c2ccccc2C1=O
  -1.5%, -2
CC(C)(C)C1CCC(C(=O)OCC(=O)c2ccc[nH]2)CC1 (configuration not stated)
  1.6%, 0
CCC(C)C(NC=C1C(=O)OC(C)(C)OC1=O)C(=O)O (configuration not stated)
  -2.3%, 10
COc1cccc2c(=O)n(CC(=O)Nc3cccc(F)c3)ccc12
  5.0%, .
